Screening data as filed in PubChem BioAssay.
mABHD4 FP: inhibitors of mouse ABHD4 | inhibition, % at 8.92 µM | purified mABHD4, FP-Rh probe fluorescence polarization | Q8VD66 | hit rate 0.54% among 370,000;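 active = inhibition exceeding the mean over every tested compound plus 3 SD, cut at about 30% in these data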;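 note: 0% = plate median of compound wells and 100% = S159A mutant with DMSO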
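system = mouse ABHD4 enzyme, wild type | medium = HEPES pH 7.0, NaCl, Pluronic buffer | also added = FP-Rh probe | incubation = Enzyme–compound pre-incubation 45 min, then probe 60 min, both 25 °C | technique = fluorescence polarization, excitation 525 nm, emission 598 nm, BODIPY TMR filters | controls = S159A mutant high control, sample median low control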
Tn7 DDE FP: disrupts Tn7 cyclic peptide binding to fibrin D-Dimer-E complex; hit rate 0.13% among 370,000; FP displacement of FITC-Tn7 peptide from fibrin DD(E); 0% = median of compound wells per plate; AID 720508; inhibition, % at 8.3 µM;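 active = inhibition above the mean of compounds falling within the control limits plus 3 SD of them, cut at about 14% in these data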;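 note: 0% = plate median of compound wells and 100% = 10 µM Aha-Tn7 peptide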
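Measure: % inhibition scaled between sample-field median and high-control FP; Test system: human fibrin DD(E); Quantity: 2 µM final DD(E) protein; Doses: one dose, 8.3 µM nominal; Schedule: compound with protein 10 min, then 3 h after probe, room temperature; Detection: fluorescence polarization; Medium: Tris buffer with calcium and detergent, pH 7.8.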
SIAE inh: inhibitors of human sialic acid acetylesterase SIAE. SIAE FP-Rh probe binding, fluorescence polarization. inhibition, % at 9.66 µM. hit rate 0.69% among 370,000. AID 1053197;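 active = inhibition above a cutoff: mean of compounds within the control limits plus 3 SD of those, cut at about 17% in these data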;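 note: 0% = plate median of compound wells and 100% = probe without SIAE protein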
PRMT1 FP inh: inhibitors of human PRMT1. hit rate 1.3% among 370,000. Q99873. inhibition, % at 2.79 µM. recombinant PRMT1, activity-based probe fluorescence polarization;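 active = inhibition above about 21% made by adding two undisclosed values, limit read from the data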
TCR CD3 inh: blocks the human TCR-CD3 interaction; TAMRA-labeled TCR probe fluorescence, biochemical; inhibition, % at 9.4 µM; hit rate 0.37% among 360,000; in the data active = inhibition above about 19%;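 note: recombinant mutant TCR 2C K166C tagged with TAMRA read by polarization; 0% = receptor in buffer alone and 100% = receptor with positive control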
TDP2 inh: TDP2 (human) inhibition, absorbance primary screen | O95551 | recombinant TDP2, T5PNP hydrolysis, p-nitrophenol absorbance 415 nm | inhibition, % at 12.8 µM | hit rate 0.34% among 370,000;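 active = inhibition above the mean of all tested compounds plus 3 SD, set per campaign, cut at about 25% in these data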;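 note: 0% = DMSO with enzyme and 100% = buffer with substrate but no TDP2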
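Read-out basis: percent inhibition. System: recombinant human TDP2. Buffer or medium: Mg2+-containing Tris-HCl buffer, pH 7.5. Repeats: single replicate. Timing: reaction 2 h, 37 °C. Benchmarks: high control without enzyme, low control DMSO plus TDP2. Probe or stimulus: 5 mM T5PNP. Doses: 12.8 µM only. Measured by: epi absorbance of p-nitrophenol freed from T5PNP by hydrolysis.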
UHRF1 binding: human UHRF1 methylated DNA binding inhibitors | UHRF1 binding to methylated oligo, TR-FRET | inhibition, % at 4.4 µM | hit rate 0.75% among 370,000 | AID 687016; in the data active = inhibition above about 21%;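 note: UHRF1 SRA domain binding a hemimethylated CpG hairpin DNA probe; 0% = median of test compound wells and 100% = reference inhibitor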
Target sequence (Q96T88 whole entry, looked up, the tested form may be a part): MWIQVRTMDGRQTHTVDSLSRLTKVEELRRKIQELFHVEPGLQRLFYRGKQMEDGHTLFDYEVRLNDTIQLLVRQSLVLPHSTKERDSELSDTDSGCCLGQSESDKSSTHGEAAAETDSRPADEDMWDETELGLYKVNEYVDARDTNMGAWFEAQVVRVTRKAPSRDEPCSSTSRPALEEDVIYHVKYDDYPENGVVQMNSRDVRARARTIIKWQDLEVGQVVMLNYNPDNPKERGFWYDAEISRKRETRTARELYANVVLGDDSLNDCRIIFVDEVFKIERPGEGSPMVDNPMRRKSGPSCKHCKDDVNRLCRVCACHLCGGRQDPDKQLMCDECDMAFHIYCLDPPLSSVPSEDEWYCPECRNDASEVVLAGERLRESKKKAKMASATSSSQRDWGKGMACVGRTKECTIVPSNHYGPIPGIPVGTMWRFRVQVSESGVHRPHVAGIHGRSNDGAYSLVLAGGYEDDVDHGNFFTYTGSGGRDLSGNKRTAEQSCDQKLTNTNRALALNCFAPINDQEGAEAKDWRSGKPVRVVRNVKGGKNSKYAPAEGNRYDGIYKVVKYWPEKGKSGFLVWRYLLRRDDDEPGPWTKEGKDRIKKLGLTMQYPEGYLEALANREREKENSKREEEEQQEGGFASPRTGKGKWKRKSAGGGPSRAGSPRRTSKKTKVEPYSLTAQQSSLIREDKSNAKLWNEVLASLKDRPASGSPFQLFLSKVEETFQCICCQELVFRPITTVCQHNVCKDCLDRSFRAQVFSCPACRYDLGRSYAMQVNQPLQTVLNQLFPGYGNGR
HTRA1 inhibitor: inhibitors of human serine peptidase HTRA1; Q92743; inhibition, % at 5.96 µM; hit rate 0.5% among 340,000; recombinant HTRA1, FP-rhodamine activity-based probe, fluorescence polarization; in the data active = inhibition above about 36%;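 note: 0% = enzyme with DMSO and 100% = wells lacking enzyme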
PG9 Ab binder: PG9 antibody binding by small molecule; TR-FRET gp120-PG9 antibody binding; inhibition, % at 6.7 µM; hit rate 0.43% among 360,000; in the data active = inhibition above about 8.5%
LEDGF integ inh: blocks HIV-1 LEDGF/p75-dependent DNA integration; TR-FRET IN-LEDGF/p75 DNA integration, Eu/Cy5; inhibition, % at 3.7 µM; hit rate 0.64% among 370,000; AID 743269;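 active = inhibition above the screen-wide mean plus 3 SD, cut at about 13% in these data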;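 note: signal is the Cy5 over europium emission ratio at 671 and 618 nm; 0% = plate median of compound wells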
* = called active by the depositor; x = not tested or not shown.

no.	smiles	mABHD4 FP	Tn7 DDE FP	SIAE inh	PRMT1 FP inh	TCR CD3 inh	TDP2 inh	UHRF1 binding	HTRA1 inhibitor	PG9 Ab binder	LEDGF integ inh
1	CCc1nc2ccc(C(=O)Nc3cccc(NS(C)(=O)=O)c3)cn2c1N(C)C(=O)c1cccc(OC)c1	-8.8	5.8	-2.2	2.4	-6.0	11.0	3.0	x	-0.9	-2.4
2	COc1ccc(C2/C(=C(/O)c3ccccc3)C(=O)C(=O)N2c2ccccn2)c(OC)c1 (centres undefined)	0.4	-3.3	9.4	-1.6	1.1	-14.2	-5.3	6.2	1.0	0.6
3	COc1ccccc1C(=O)NCCC(=O)NCCC12CC3CC(CC(C3)C1)C2	3.2	-0.9	3.1	0.8	2.8	7.7	-0.7	-0.8	0.6	-0.1
4	CC(C)(C)NC(=O)c1ccc2nccnc2c1	-2.6	1.7	-5.3	-2.7	3.8	5.1	-4.2	5.1	-0.2	1.8
5	O=C(CN1C(=O)COc2ccccc21)Nc1ccc(F)cc1	9.3	6.0	-1.8	9.4	2.5	-0.5	-5.5	0.3	-2.2	-1.7
6	COc1ccccc1Oc1ccc(N/C=C/C(=O)c2ccco2)cc1	2.5	-6.5	6.1	-2.4	-1.3	2.0	1.8	-20.4	2.4	-1.7
7	CCN1CCN(C(=O)c2ccc(CN(c3ccc(C)c(C)c3)S(C)(=O)=O)cc2)CC1	-4.2	-6.2	3.8	-1.2	-0.9	-5.0	-2.1	1.3	-3.2	2.0
8	Cn1cc(C(=O)N/N=C/c2c(O)ccc3ccccc23)ccc1=O	31.0*	-4.8	30.3*	-3.3	37.9*	-15.7	-4.5	62.0*	-5.3	1.6
9	O=C(NCc1ccccn1)c1nnc(Cc2ccc(Cl)cc2)o1	-3.3	-7.0	1.8	-6.8	-1.2	-8.1	2.3	-2.2	1.1	1.7
10	O=C(CN1C(=O)CCSc2ccc(S(=O)(=O)N3CCCC3)cc21)NCc1ccccc1Cl	-1.7	-6.7	3.5	-6.4	6.5	-3.5	-2.2	1.0	-1.7	3.0
11	COc1ccc(NC(=O)N(C)C[C@H]2Oc3c(NC(=O)Nc4ccc5c(c4)OCO5)cccc3C(=O)N([C@H](C)CO)C[C@@H]2C)cc1	4.4	4.5	2.9	1.9	-4.5	-0.2	0.2	0.5	-1.9	-0.6
12	COc1ccc(NC(=O)C(c2ccccc2)N2CCN(c3ccccn3)CC2)cc1Cl (centres undefined)	-15.1	-1.2	-3.4	-5.3	-4.0	-11.7	0.5	-6.4	-1.4	1.0
13	Oc1ccc(-c2nccc(-c3ccc(F)cc3)n2)cc1	-16.4	-1.0	0.9	2.5	1.6	4.7	1.8	-13.7	-0.6	-2.9
14	O=C(Cc1ccccc1)N1CCCC1c1ccccc1 (centres undefined)	0.7	4.5	5.3	-0.1	-2.1	-0.8	4.9	4.6	0.1	2.4
15	CCOC(=O)/C(C#N)=C/c1c(N2CCN(c3ccccc3)CC2)nc2c(C)cccn2c1=O	-2.2	0.7	-0.7	1.4	4.1	5.1	1.6	4.0	0.8	-0.3
16	COC(=O)[C@@H](Cc1ccc(O)cc1)NC(=O)[C@H]1O[C@@H](n2cnc3c(=O)[nH]c(N)nc32)[C@H](O)[C@@H]1O	3.3	0.0	1.0	1.1	1.4	-2.4	-0.2	x	-0.4	-1.7
17	COCCCNC(=S)N1CCCC(c2nc3cc(C)c(C)cc3[nH]2)C1 (centres undefined)	-2.3	-1.9	0.5	-4.5	2.6	-9.2	0.1	4.5	-0.8	1.3
18	Cc1ccc(N2CCC(N3CCN(C)C(CCO)C3)CC2)cc1 (centres undefined)	1.7	-0.4	-0.7	1.7	-6.2	4.2	0.1	-0.4	-0.8	-5.6
19	COc1ccc([C@H]2/C=C\CN(Cc3ccc(N(C)C)cc3)[C@@H](C)C(=O)N2Cc2ccc(F)cc2)cc1	2.2	0.8	9.1	1.0	2.3	2.0	-1.1	1.6	-2.1	-0.5
20	COc1ccc(C(=O)/C=C/c2ccc(OC(=O)c3cc(OC)c(OC)c(OC)c3)cc2)cc1	-3.3	2.4	-10.6	2.0	-4.1	-2.2	3.6	-9.5	-3.8	0.4
21	COc1ccc(-c2ccc(OC)c(OC)c2OC)c(OC)c1OC	-1.8	1.2	0.1	-2.8	0.5	5.5	1.5	-11.2	-0.8	0.4
22	CCCCNCC(O)(c1ccc(Cl)cc1)c1ccc(Cl)cc1	7.6	-3.8	-4.7	-3.0	5.9	3.2	57.1*	-12.2	-3.2	-1.5
23	CN1CCCN(C(=O)CSc2ccccc2)CC1	4.4	0.9	1.8	-1.6	9.8	9.6	-1.5	-1.4	-2.8	0.9
24	CN1CCN(NC(=O)c2cccc(C(F)(F)F)c2)CC1	-0.9	-1.4	4.2	-0.1	3.9	21.5	-3.2	2.3	-2.1	-0.3
25	CN1Cc2c(N3CCOCC3)nc3sc(C#N)c(N)c3c2CC1(C)C	4.6	5.3	19.9*	-2.2	4.0	1.7	-5.5	5.9	0.5	-0.6
26	O=C(c1ccc(-c2ccccc2Cl)o1)N1CCCC(C(F)(F)F)C1 (centres undefined)	-7.0	-8.5	-1.9	-0.9	-3.9	-11.4	3.8	-17.5	-0.4	0.7
27	CC(C)=CCCC(C)NC(=O)NC1CCCCC1 (centres undefined)	0.8	5.4	0.5	-1.5	11.2	-3.9	-0.2	-5.1	0.2	-4.6
28	Cc1cc(F)ccc1-c1cc(C(=O)NCc2ccco2)[nH]n1	-9.5	0.8	-8.5	1.1	8.6	-17.4	1.3	x	0.9	9.0
29	CC1(C)CC(=O)C2=C(C1)OC(c1ccc(O)cc1)C(C#N)=C2N (centres undefined)	-1.0	2.3	8.2	1.2	6.5	3.9	-6.3	3.3	2.4	-2.0
30	O=C(COc1ccc(Cl)cc1)Nc1cccc(S(=O)(=O)NC2=NCCCCC2)c1	-6.9	-0.2	0.4	-0.5	2.5	6.4	1.1	-0.6	1.7	3.7
31	CC(C)c1nc(SCC(=O)Nc2cccc(C(F)(F)F)c2)c2c(=O)n(C)c(=O)n(C)c2n1	-5.1	8.6	-0.7	-4.3	-3.7	0.6	1.1	1.2	-0.5	6.1
32	O=C(CSc1c[nH]c2ccccc12)NCC1CCCO1 (centres undefined)	3.2	1.7	5.9	3.9	9.9	-7.0	-0.6	-1.8	0.3	-2.2
33	COc1ccc(-c2nnc3n(CCc4ccccc4)c(=O)c4ccccc4n23)c(OC)c1	-2.5	-1.0	10.6	1.7	1.3	-14.1	1.8	-3.5	-2.2	1.7
34	CCOc1ccc(S(=O)(=O)N2CCN(c3ccc(OC)cc3)CC2)c2cccnc12	10.0	2.7	0.6	3.2	-0.2	-5.3	1.5	9.0	0.1	-1.0
35	O=C(CCn1c(=O)oc2ccccc21)Nc1ccc(N2CCOCC2)cc1	3.4	-5.3	1.7	-0.9	-7.7	6.9	-3.4	1.6	-1.9	-1.6
36	CCS(=O)(=O)N1CCN(C(=O)c2ccccc2)CC1	-0.2	-3.2	1.9	-0.8	8.0	6.4	-0.4	2.1	-0.8	-0.9
37	COc1ccc(C(=O)CCN2CCN(c3ccc(OC)cc3)CC2)cc1	3.5	0.7	4.6	20.7	0.9	-15.8	3.8	2.8	-2.6	-8.1
38	O=c1c2ccccc2oc2cc(OCc3cccc(F)c3)cc(O)c12	7.7	-0.7	4.0	3.7	0.7	-9.2	0.8	2.6	-2.6	0.0
39	CCOC(=O)C1=C(c2ccccc2)NC(SCC(N)=O)=C(C#N)C1c1cccnc1 (centres undefined)	3.6	8.9	-1.7	-1.3	5.8	-10.3	-5.4	-2.9	-1.1	-1.1
40	COc1ccc(CNC(=S)Nc2ccccc2F)cc1	-4.2	-3.4	-2.6	5.2	-2.4	-8.6	2.7	-2.8	-0.7	1.6
41	CCOc1ccc(S(=O)(=O)N(C)CC(=O)N2CCN(CC)CC2)cc1	4.6	3.1	-1.7	3.5	4.1	2.1	-3.9	7.6	1.5	-1.4
42	C=CCN1C(=O)c2ccc(C(=O)N3CCN(S(=O)(=O)c4cccc(Cl)c4)CC3)cc2C1=O	7.3	0.6	-5.3	1.4	2.4	-12.7	1.3	-0.7	-0.5	-7.1
43	COCCn1c(C)cc(C(=O)CSc2nc3ccccc3s2)c1C	-8.9	-5.0	4.5	6.6	-4.0	-8.8	6.6	-31.1	-0.3	6.0
44	CCNC(=O)C1Cc2cc(S(=O)(=O)N3CCCC3)ccc2N1C(C)=O (centres undefined)	-0.5	6.1	-2.9	1.3	-8.4	-5.8	2.1	3.0	2.6	-7.2
45	CCOC(=O)NN1C(=O)c2ccccc2NC1c1ccccc1 (centres undefined)	-1.5	4.3	-4.0	0.7	-2.4	-8.3	2.2	0.1	-1.2	-6.4
46	O=C(O)c1cc(S(=O)(=O)Nc2cccc(S(=O)(=O)N3CCCC3)c2)ccc1Cl	-5.5	1.8	-2.6	-3.5	-2.6	-1.1	0.9	-0.1	-3.0	-0.3
47	CC(C)NC(=O)C1CCN(c2cncnc2)CC1	0.6	0.7	2.7	-4.8	x	-7.8	1.1	x	x	0.5
48	CCCc1c(-c2ccc(Cl)cc2)ncn1Cc1cccc(-c2ccccc2)c1	-7.0	-0.9	-3.7	4.7	1.2	-3.3	13.3	x	0.6	-1.1
49	CCOc1ccc(CN(C)C(=O)c2cccc(S(=O)(=O)Nc3ccccc3OC)c2)cc1OC	-1.7	1.5	1.3	-1.2	6.0	12.1	1.2	-4.3	-0.9	-1.8
50	COc1ccc(S(=O)(=O)N2CCC(C(=O)N3CCCC3)CC2)cc1C	-1.9	-4.0	6.9	-2.7	-0.8	-1.7	-2.0	0.6	-0.1	-1.8
51	C=CCc1cc(CN2CC(C)OC(C)C2)c(O)c(OC)c1 (centres undefined)	-1.0	-6.8	5.1	-2.9	7.2	-4.6	-2.6	3.1	0.0	6.4
52	N#CC1=C(SCC(=O)c2ccc(Cl)cc2)NC2=C(C(=O)CCC2)C1c1ccco1 (centres undefined)	2.3	1.5	-3.7	5.5	3.4	-12.8	-3.5	-10.5	1.1	-2.1

Single records, as listed above.
Shown for CCNC(=O)C1Cc2cc(S(=O)(=O)N3CCCC3)ccc2N1C(C)=O (centres undefined) → mABHD4 FP = -0.5; Tn7 DDE FP = 6.1; SIAE inh = -2.9; PRMT1 FP inh = 1.3; TCR CD3 inh = -8.4; TDP2 inh = -5.8; UHRF1 binding = 2.1; HTRA1 inhibitor = 3.0; PG9 Ab binder = 2.6; LEDGF integ inh = -7.2
Shown for COc1ccc(C(=O)CCN2CCN(c3ccc(OC)cc3)CC2)cc1 → mABHD4 FP = 3.5; Tn7 DDE FP = 0.7; SIAE inh = 4.6; PRMT1 FP inh = 20.7; TCR CD3 inh = 0.9; TDP2 inh = -15.8; UHRF1 binding = 3.8; HTRA1 inhibitor = 2.8; PG9 Ab binder = -2.6; LEDGF integ inh = -8.1
